GPT2 inh – Primary qHTS assay for inhibitors of Glutamate pyruvate transaminase 2 (GPT2); Potency, µM (titrated, usually from 57.7 µM), inactives show top-dose activity change, negative = inhibition, most hits filed as inhibitors; actives 0.25% (n = 100,000); Recombinant GPT2, coupled pyruvate oxidase/HRP Amplex Red fluorescence; Alanine aminotransferase 2 (Homo sapiens), Q8TD30; AID 1671188, 2021; also: potency is read from the fitted curve at half-maximal effect; nearly all actives have a fitted effect of over 60% in size; many of its hits are not listed in these tables
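Fluorescence read-out: pyruvate from GPT2 turnover coupled to pyruvate oxidase, HRP and Amplex Red (0.2mM ThPP, 0.2U/mL PO and HRP, 50uM Amplex final). Substrates 250uM a-KG, 2mM L-alanine; enzyme 10ng/uL; 30 min RT.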
IP6K1 inhibitor – Primary qHTS assay for small molecule inhibitors of Inositol hexaphosphate kinase 1 (IP6K1). Inositol hexakisphosphate kinase 1 (Homo sapiens), Q92551. IP6K1 kinase, ADP-Glo luminescence, 2 h; stronger effect = lower value. activity change, % (series mostly up to about 58 µM). actives 0.81% (n = 140,000). AID 1645851, 2021; in the data active = activity change below about -25%
Target sequence (Q92551 whole entry, looked up): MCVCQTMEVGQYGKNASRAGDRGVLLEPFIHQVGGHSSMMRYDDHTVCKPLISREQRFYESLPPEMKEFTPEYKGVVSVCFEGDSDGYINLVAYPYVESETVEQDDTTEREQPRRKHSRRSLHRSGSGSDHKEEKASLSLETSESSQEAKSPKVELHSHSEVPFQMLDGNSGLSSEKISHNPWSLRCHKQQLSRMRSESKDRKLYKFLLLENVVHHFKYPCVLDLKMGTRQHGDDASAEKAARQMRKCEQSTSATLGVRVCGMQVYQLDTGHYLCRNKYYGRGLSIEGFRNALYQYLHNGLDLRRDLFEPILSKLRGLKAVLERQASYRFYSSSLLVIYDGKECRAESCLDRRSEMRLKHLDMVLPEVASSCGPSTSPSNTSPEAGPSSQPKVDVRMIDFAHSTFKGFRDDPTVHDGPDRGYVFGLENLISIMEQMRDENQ
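ADP-Glo luminescence measures ADP made by human IP6K1 during a 2 h RT reaction with ATP/IP6 (mix at 1.3 mM/130 uM); top library doses 57.5 and 19.1 uM final.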
Luciferase inh – Firefly luciferase inhibition profiling of diverse chemical library using quantitative high-throughput screening; Luciferin 4-monooxygenase (Photinus pyralis), P08659; purified P. pyralis luciferase, luminescence, biochemical; Potency, µM (titrated, usually from 115 µM), for the others: at the highest dose activity change, negative = inhibition, actives largely listed as inhibitors; actives 2.5% (n = 76,000); AID 1347043, 2019; also: potency is read from the fitted curve at half-maximal effect; nearly all actives have a fitted effect of over 65% in size
Target sequence (P08659 whole entry, looked up): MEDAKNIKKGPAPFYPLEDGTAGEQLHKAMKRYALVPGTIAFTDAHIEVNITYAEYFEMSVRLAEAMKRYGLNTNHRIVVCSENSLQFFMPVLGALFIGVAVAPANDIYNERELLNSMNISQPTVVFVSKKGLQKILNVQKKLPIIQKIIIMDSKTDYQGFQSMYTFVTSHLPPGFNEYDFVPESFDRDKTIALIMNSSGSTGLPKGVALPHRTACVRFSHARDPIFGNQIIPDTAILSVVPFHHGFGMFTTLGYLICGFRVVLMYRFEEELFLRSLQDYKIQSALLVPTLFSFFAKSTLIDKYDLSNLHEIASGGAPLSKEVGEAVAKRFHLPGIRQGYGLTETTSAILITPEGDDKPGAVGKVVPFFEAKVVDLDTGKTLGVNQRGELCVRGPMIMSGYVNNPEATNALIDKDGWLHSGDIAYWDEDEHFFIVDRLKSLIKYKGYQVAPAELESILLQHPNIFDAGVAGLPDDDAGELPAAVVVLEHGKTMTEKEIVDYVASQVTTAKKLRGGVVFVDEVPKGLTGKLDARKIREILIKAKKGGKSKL
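Biochemical qHTS: compound (6-point titration) added to 10uM D-luciferin plus 10uM ATP in Tris acetate pH 7.5 buffer with Mg, Tween-20 and BSA, then purified enzyme at 10nM; light output imaged.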
SNCA expr inh – Primary qHTS assay for inhibitors of alpha-synuclein gene (SNCA) expression; HEK-293 SNCA-luciferase knock-in, luminescence, 24 h; Potency, µM (doses to about 57.2 µM), for the others: at the top dose activity change, negative = inhibition, actives largely listed as inhibitors; actives 0.17% (n = 140,000); AID 1671194, 2021;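 also: potency is read from the fitted curve at half-maximal effect; plate controls were DMSO cells for no effect and cell-free wells for full effect; nearly all actives have a fitted effect of over 45% in size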
3T3 cytotox – Cytotoxic Profiling in NIH 3T3 Cell Line of Diverse Libraries Using Quantitative High-Throughput Screening; NIH 3T3 viability, CellTiter-Glo ATP luminescence, 48-72 h; actives 4.3% (n = 94,000); Potency, µM (highest dose often 96.7 µM), for inactives: top-dose activity change, negative = cytotoxicity, most hits filed as inhibitors; also: potency is read from the fitted curve at half-maximal effect; nearly all actives have a fitted effect of over 55% in size
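Luminescent ATP readout (CellTiter-Glo, 10 min RT) after 48 or 72 hr compound exposure of NIH 3T3 cells seeded at 400 cells/well in 1536-well format; quantitative HTS.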
HEK293 tox – Cytotoxic Profiling in HEK 293 Cell Line of Diverse Libraries Using Quantitative High-Throughput Screening. HEK 293 viability, ATP luminescence (CellTiter-Glo), 48-72 h. actives 6.6% (n = 94,000). AID 1345083, 2018. Potency, µM (top dose mostly 115 µM), for inactives: top-dose activity change, negative = cytotoxicity, actives largely listed as inhibitors; also: potency is read from the fitted curve at half-maximal effect; nearly all actives have a fitted effect of over 60% in size
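Luminescence from cellular ATP, measured with CellTiter-Glo, indicates HEK 293 viability. Cells plated at 250 cells/well are treated with compound for 48 or 72 hr at 37 degree Celsius before reagent addition.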
SNCA viab count – GF-AFC viability counterscreen for inhibitors of alpha-synuclein gene (SNCA) expression. HEK-293-SNCA-luc viability, GF-AFC fluorescence, 24 h. Potency, µM (top dose mostly 57.1 µM), without a hit: at the highest dose activity change, negative = cytotoxicity, actives largely listed as cytotoxic. actives 0.12% (n = 150,000). AID 1671193, 2021;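 also: potency is read from the fitted curve at half-maximal effect; 0% = DMSO-treated cells and -100% = medium-only wells without cells; nearly all actives have a fitted effect of over 30% in size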
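HEK-293-SNCA-luc cells (1500/well) plated 24 h, then exposed 24 h to a dilution series; GF-AFC added 30 min at 37C, fluorescence 405/540 nm; normalised to medium-only and DMSO wells, Hill fit.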
Active calls of the source: *; i = inactive; ? = inconclusive; · = not tested or not shown; & = joins results of further samples; [ ] = remark or other dose. Unless noted, calls follow the shape of the dose curve; as a rule, active = well fitted curve in the direction sought with a large enough effect; inconclusive = small, poorly fitted or top-dose-only effect, or another doubt; inactive = no such curve, though single readings can be large; an effect the other way counts as inactive or inconclusive. Unless noted, % is scaled to controls: 0 for no effect and ±100 for the full control effect. This is a subset, so the mix of outcomes need not match the whole.

SMILES	GPT2 inh	IP6K1 inhibitor	Luciferase inh	SNCA expr inh	3T3 cytotox	HEK293 tox	SNCA viab count
CCOc1ccc(C(=O)N[C@@H]2CN(C)C[C@H]2CN(C)C)cc1	i	-7	-5%	-4%	-9%	i	3%
Cc1ccccc1NC(=O)N1CCC(CCNC(=O)Cc2ccccc2F)CC1	-7%	3	-2%	6%	1%	4%	24%
O=C(NCc1ccc(Cl)cc1)c1cc2ccc3cccnc3c2[nH]1	·	1	·	9%	·	·	-2%
COCCC1(NS(C)(=O)=O)CCN(C(=O)NCC(C)C)CC1	i	-5	0%	-5%	-6%	1%	-6%
COC(=O)CNC(=O)C1CCCCN1Cc1ccc(-c2ccsc2)cc1 (stereo not given)	-6%	5	·	-8%	?	?	-3%
O=C(Cc1cnc2ccccn12)N[C@@H]1CCOC[C@H]1Oc1ccccn1	i	8	-9%	10%	-2%	i	-1%
COCc1nnc2n1CCC(NC(=O)C1(c3ccccc3)CCCC1)CC2 (stereo not given)	i	5	8%	5%	-2%	-1%	-2%
O=C(CN1CCC2(CC1)CC(c1ccccc1)C(=O)N2)NCC1CCCCC1 (stereo not given)	-2%	-9	8%	3%	-32%	-4%	4%
CN(Cc1ccsc1)C(=O)c1ccc(C#CC(C)(C)O)o1	?	11	-17%	38%[activator]	-15%	?	1%
CCC1(N2CCN(S(=O)(=O)c3ccc(F)c(C)c3)CC2)CCN(S(C)(=O)=O)C1 (stereo not given)	i	-2	-4%	13%	?	?	3%
c1cncc(CN2CC(Oc3ccc4c(c3)OCO4)C2)c1	i	-9	·	-9%[87.6 µM]	-6%[138 µM]	i	1%[87.6 µM]
Cn1cc(CNC(=O)C[C@@H]2C[C@H]3O[C@H](CNC4CCCC4)[C@@H](O)[C@H]3O2)cn1	i	4	-12%[172 µM]	-8%[87.6 µM]	-15%[174 µM]	-5%[172 µM]	2%[87.6 µM]
Cc1cc(-c2cc3c(cn2)CN(CC2CCOCC2)CCN3)ccn1	3%[88.5 µM]	-1	?	56%[activator][87.6 µM]	?	?	5%[87.6 µM]
Cc1ccc(CSc2oc(-c3ccco3)nc2S(=O)(=O)c2ccc(Cl)cc2)cc1	·	1	·	8%	·	·	8%
CCOc1cc(-c2ccc(OC(=O)c3ccc(C)cc3)c(OC)c2)cc(=O)c2c(C)oc(C)c12	·	-27*	·	2%	·	·	4%
COc1ccc2[nH]c3c(c2c1)CCNC31CCN(C(=O)c2ccc(OC)nc2OC)CC1	1%	2	-11%	-26%	-28%	11µM*	2%[12.5 µM]
Cc1ncc2n1C(=O)N(C1CCN(Cc3ccsc3)CC1)C2	i	-4&-7	6%&-7%[172 µM]	-5%&12%[87.6 µM]	?	?	5%&-28%[87.6 µM]
CC(C)c1nc2nccc(-c3ccccc3)n2n1	i	-5	1%	10%	0%	13%	0%
COc1cc(NC(=S)N[C@H]2CO[C@H]3[C@@H]2OC[C@@H]3n2nnnc2Oc2cccc(N3CCOCC3)c2)cc(OC)c1	-6%	7	-5%	-5%	-24%	-27%	-2%
COc1ccc(N2CCN(C(=O)c3ccc4c(c3)CCN4S(=O)(=O)c3ccccc3)CC2)cc1	·	13	·	16%	·	·	5%
COc1ccc(-c2cc3nc(C)c(CCC(=O)Nc4ccccc4C(C)=O)c(C)n3n2)c(OC)c1	·	-7	·	?	·	·	-11%
COc1ccccc1OCc1cc(C(=O)N2CCC(C(C)(C)O)CC2)n[nH]1	i	7	-2%	-16%	-22%	-8%	0%
Cn1ncc2c(C(=O)NCc3ccccc3F)cc(-c3ccccc3F)nc21	·	-3	·	·	?	?	·
Cc1cc(C)n(CC(=O)N2CCCC(C)(Cc3ccc4c(c3)OCO4)C2)c(=O)n1 (stereo not given)	-5%	-12	-9%	-7%	-4%	-2%	-21%

Arranged by molar mass (falling): 4 of the compounds above
SMILES	GPT2 inh	IP6K1 inhibitor	Luciferase inh	SNCA expr inh	3T3 cytotox	HEK293 tox	SNCA viab count
COc1cc(NC(=S)N[C@H]2CO[C@H]3[C@@H]2OC[C@@H]3n2nnnc2Oc2cccc(N3CCOCC3)c2)cc(OC)c1	-6%	7	-5%	-5%	-24%	-27%	-2%
CCOc1cc(-c2ccc(OC(=O)c3ccc(C)cc3)c(OC)c2)cc(=O)c2c(C)oc(C)c12	·	-27*	·	2%	·	·	4%
Cc1ccc(CSc2oc(-c3ccco3)nc2S(=O)(=O)c2ccc(Cl)cc2)cc1	·	1	·	8%	·	·	8%
COc1ccc2[nH]c3c(c2c1)CCNC31CCN(C(=O)c2ccc(OC)nc2OC)CC1	1%	2	-11%	-26%	-28%	11µM*	2%[12.5 µM]

(next part)
SMILES	GPT2 inh	IP6K1 inhibitor	Luciferase inh	SNCA expr inh	3T3 cytotox	HEK293 tox	SNCA viab count
COc1ccc(C(=O)NC2CCN(c3cc(-c4ccc(Cl)cc4)[nH]n3)C2)c(C)c1 (stereo not given)	-7%	0	11%	-7%	?	?	-11%
CCN1CC(c2ccccc2)CC2(CCN(C(=O)CCn3cccn3)CC2)C1 (stereo not given)	3%	3	-1%	19%	-2%	-17%	-3%
CCN(CC)C(=O)N1CCC(c2noc(COc3ccc(F)cc3)n2)C1 (stereo not given)	1%	1	·	-12%	?	45µM*	4%
COc1ccccc1CNC(=O)CCC1N=C2c3ccccc3N=C(SCc3cccc(Cl)c3)N2C1=O (stereo not given)	·	23	·	-6%	·	·	1%
CCNC(=O)NC[C@@H]1C=C(C)[C@H](CC(=O)NCCOC)C[C@H]1C(C)C	2%[88.5 µM]	1	-7%[172 µM]	3%[87.6 µM]	-2%[138 µM]	-1%[172 µM]	-2%[87.6 µM]
CN1C[C@@H](NC(=O)Nc2ccccc2)C[C@H]1c1nc(-c2ccc(F)cc2)no1	-3%[88.5 µM]	-10	12%[172 µM]	-26%[87.6 µM]	?	56µM*	-14%[87.6 µM]
Cc1ccc(S(=O)(=O)NC(=O)NC2CCCC2)cc1	-3%	1	·	-29%[25.6 µM]	·	·	6%[23.9 µM]
c1ccc(Oc2cc3c(cn2)NCCN(Cc2cnc[nH]2)C3)cc1	-2%[88.5 µM]	-21	2%[172 µM]	-6%[87.6 µM]	-25%[138 µM]	?	7%[87.6 µM]
Fc1ccc2c(c1)nc1n2[C@@H](CNCc2cnc3ccccc3c2)COC1	-5%[88.5 µM]	5	0%[172 µM]	5%[87.6 µM]	-26%[138 µM]	?	-16%[87.6 µM]
O=C(Nc1ccc(-c2nnc3n2CCCC3)cc1)c1ccc(F)cc1F	i	-1	-11%	2%	-4%	-4%	24%
O=C(CCC(=O)N1CCSc2ccccc21)NCc1ccccc1Cl	·	33	·	9%	·	·	-3%
CCOc1ccccc1CN1CCCN(Cc2ccncc2)C(c2ccccc2)CC(=O)NCC1 (stereo not given)	i	10	-6%	0%	?	?	-18%
CCc1ccccc1OCCN1CCN(c2ccc(C#N)cc2)C(=O)C1	3%	7	-3%	-21%	?	?	-3%
COc1cc(-c2ccc(=O)[nH]n2)ccc1OC(F)F	-3%	5	·	88%[activator][25.6 µM]	·	·	63%[23.9 µM]
CCNC1(C(N)=O)CN(c2nc(C)nc3c(-c4ccc(Cl)cc4)c(-c4ccccc4Cl)nn23)C1	-16%	-9	·	·	·	·	-25%
CCOc1ccccc1CN1CCC2(CC1)CC(Cc1nc(COC)no1)CCO2 (stereo not given)	?	-15	9%	6%	-16%	-28%	-8%
Fc1ccc(C2Cn3cnc(-c4nc(-c5ccc6c(c5)OCO6)no4)c3CO2)cc1 (stereo not given)	-16%	-4	?	33%	25µM*	?	-2%
O=C(CCc1cccnc1)N[C@H]1CCOC[C@H]1C1CCOCC1	-23%	17	-1%	12%	-5%	2%	5%
O=c1c2cc3c(nc2ncn1Cc1ccc(Cl)cc1)CCCC3	·	9	·	28%	·	·	-1%
O=C(CN1CCCc2nc(C3CC3)ncc2C1=O)NCC1CC1	i	2	2%	8%	-3%	4%	6%
Cc1ccn2c(=O)c(C(=O)NCCc3ccccc3)c(O)nc2c1	·	-8	·	22%	·	·	15%
CCC1CN(C(=O)N2CCC(C(=O)Nc3ccccc3F)CC2)c2ccccc2O1 (stereo not given)	·	10	·	5%	·	·	3%
CCOC(=O)N1CCc2c(sc3c2c(=O)n(CCc2ccccc2)c(=O)n3CC(=O)Nc2cccc(C)c2)C1	·	23	·	?	·	·	3%
COc1cccc(-c2n[nH]c3c2CC(=O)N(Cc2ccccc2)C3)c1	-6%[88.5 µM]	5	2%[172 µM]	5%[87.6 µM]	?	-6%[172 µM]	-2%[87.6 µM]
CCCc1ccc2oc(C(=O)N(C)Cc3snnc3C)c(C)c2c1	i[11.5 µM]	-6	?	14%	?	40µM*	-10%
CCCn1cnc2c1CN(S(=O)(=O)c1cccc3c(N(C)C)cccc13)[C@H](C(=O)OC)C2	i	8	-6%	?	?	?	0%
O=C(O)c1cnc(NCc2cccnc2)nc1-c1ccc(Cl)cc1	1%	-11	-1%	3%	?	-17%	3%
COc1cccc(S(=O)(=O)N2CCCCC2c2nc(-c3cnccn3)n[nH]2)c1 (stereo not given)	3%	-1	5%	-10%	?	12%	1%
CN(C)C(=O)c1ccc(OC2CCN(C(=O)C3CC3)CC2)nc1	i	-5	3%	19%	i	-4%	6%
CC1(C)C=Cc2c(ccc3c2[N+]([O-])=C2C3(O)CC34NC(=O)C5(CCCN5C3=O)CC4C2(C)C)O1 (stereo not given)	i	-1	·	·	·	·	14%[23.9 µM]
Cc1cc(C)n(CCC(=O)N2CCC3(CC2)CC(OCC2CC2)CCO3)n1 (stereo not given)	-5%	-16	-5%	-16%	-15%	13%	7%[12.5 µM]
COc1ccc(S(=O)(=O)Nc2ccc3c(c2)sc(=O)n3C)cc1Cl	·	-9	·	-7%	·	·	12%
Cc1cc(C)c2oc(-c3ccc(NC(=O)c4cc(Br)ccc4Cl)cc3)nc2c1	·	1	·	1%	·	·	2%
COC(=O)[C@@H]1Cc2ncn(Cc3ccc(Cl)cc3)c2CN1S(=O)(=O)Cc1ccccc1	-2%	11	-3%	2%	?	i	?
Cc1cc(C(=O)N[C@@H]2C[C@H](Cn3cc(C4CC4)nn3)[C@@H](O)[C@H]2O)no1	-4%[88.5 µM]	-16	13%[172 µM]	-18%[87.6 µM]	i	-4%[172 µM]	3%[87.6 µM]
O=C(CC1CCOCC1)N1CCN(Cc2ccccc2F)CC1	i	18	0%	13%	0%	?	10%[12.5 µM]
COc1ccccc1CNC(=O)CCC(=O)N1CC2CCCN2c2ccccc21 (stereo not given)	·	9	·	5%	·	·	-7%
